# TrxR1 substrate: substrates of rat thioredoxin reductase 1; O89049; purified TrxR1 substrate turnover, NADPH consumption readout; Potency, µM (highest dose often 114 µM), without a hit: at the highest dose activity change, negative = substrate turnover; hit rate 0.01% among 390,000; AID 588456; note: potency is the fitted concentration of half-maximal effect; % is set by controls: 0 for no effect and ±100 for the full control effect; nearly all actives have a fitted effect of over 50% in size
#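 Rat TrxR1, dispensed at 90 nM, was prereduced with 400 uM NADPH (final) for 5 min at ~22 deg C, then incubated with compound 15 min before 400 uM selenite. A first-read NADPH fluorescence drop versus no-compound background flagged substrates.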
# Pin1 inhibitor: blocks the human prolyl isomerase Pin1. hit rate 0.009% among 390,000. Pin1 FP peptide displacement, HiFluor488, 10 min. Q13526. Potency, µM (titrated, usually from 115 µM), inactives show at the highest dose activity, negative = inhibition, actives largely listed as inhibitors; active = well fitted inhibition curve with a large enough effect in the polarisation, with a control signal flat, not every such curve was filed as active; inconclusive = small, poorly fitted or top-dose-only effect, or effect the other way, or a change in a side signal; inactive = no such curve, though single readings can be large or run the other way; the % refers to the polarisation; note: potency is the fitted concentration of half-maximal effect; % is set by controls: 0 for no effect and ±100 for the full control effect
# PI4K2A inh: inhibitors of human PI4K2A; purified PI4K2A, ADP-Glo luminescence, 1 h; stronger effect = lower value; activity change, negative = inhibition, % at 76.9 µM; hit rate 0.13% among 420,000; AID 1346378; in the data active = activity change below about -50%; inconclusive = mostly about -30% to -49%;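 note: -100% = wells without enzyme as full effect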
#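 In this quantitative HTS, ADP production by PI4K2A was quantified luminescently after 1 h at ambient temperature; 100 microM adenosine served as plate-quality control.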
# GLS inhibitor: glutaminase GLS (human) inhibition | hit rate 0.21% among 410,000 | Potency, µM (series often up to 45.5 µM), for inactives: top-dose activity change, negative = inhibition, most hits filed as inhibitors | GLS enzymatic activity, qHTS titration; note: potency is the fitted concentration of half-maximal effect; % is set by controls: 0 for no effect and ±100 for the full control effect
#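 Human kidney-isoform GLS in 45 mM KH2PO4 pH 8.2, 0.02% Tween-20, with compound, started with 1mM L-Glutamine (added stock). Glutamate oxidase/HRP/Amplex red coupled fluorescence read at start and after 30 min at RT.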
# USP1-UAF1 inh: USP1/UAF1 (human) deubiquitinase inhibition. O94782. recombinant USP1/UAF1, Ub-Rhodamine cleavage fluorescence. Potency, µM (top dose mostly 57.1 µM), without a hit: top-dose activity change, negative = inhibition, usual class: inhibitors. hit rate 0.23% among 390,000; note: potency is the fitted concentration of half-maximal effect; % is set by controls: 0 for no effect and ±100 for the full control effect; nearly all actives have a fitted effect of over 60% in size; inactives centre near -12
# Target sequence (O94782 whole entry, looked up): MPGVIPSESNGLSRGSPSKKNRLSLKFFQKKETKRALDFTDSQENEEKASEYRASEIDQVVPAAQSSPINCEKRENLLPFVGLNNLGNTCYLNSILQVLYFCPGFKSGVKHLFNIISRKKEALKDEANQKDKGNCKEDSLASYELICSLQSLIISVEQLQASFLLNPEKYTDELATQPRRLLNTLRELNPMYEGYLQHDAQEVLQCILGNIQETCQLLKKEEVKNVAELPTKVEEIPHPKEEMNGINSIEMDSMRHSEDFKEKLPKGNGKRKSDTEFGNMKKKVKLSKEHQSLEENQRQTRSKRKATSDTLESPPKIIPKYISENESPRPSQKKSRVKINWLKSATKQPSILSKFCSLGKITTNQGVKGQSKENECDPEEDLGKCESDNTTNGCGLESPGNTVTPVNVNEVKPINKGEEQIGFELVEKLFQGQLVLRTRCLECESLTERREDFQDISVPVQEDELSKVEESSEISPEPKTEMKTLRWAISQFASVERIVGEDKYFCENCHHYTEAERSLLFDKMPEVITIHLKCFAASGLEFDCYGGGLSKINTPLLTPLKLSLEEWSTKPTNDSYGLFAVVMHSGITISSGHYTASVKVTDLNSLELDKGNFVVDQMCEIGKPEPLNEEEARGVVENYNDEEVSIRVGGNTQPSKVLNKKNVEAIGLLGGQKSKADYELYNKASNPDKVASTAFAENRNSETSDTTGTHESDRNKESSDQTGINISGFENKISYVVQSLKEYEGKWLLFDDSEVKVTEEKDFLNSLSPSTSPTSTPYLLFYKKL
#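 USP1/UAF1 complex at 1 nM was preincubated with compound for 15 min at room temperature, then Ub-Rho substrate (150nM final) was added. Fluorescence (480/540 nm) was read kinetically, 6 reads every 60 seconds.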
# mIDH1 inhibitor: human IDH1 R132H inhibition | Potency, µM (series often up to 76.6 µM), without a hit: top-dose activity change, negative = inhibition, hits mostly inhibitors | AID 602179 | O75874 | hit rate 0.093% among 390,000 | IDH1-R132H enzyme, NADPH consumption, diaphorase/resazurin fluorescence; note: potency is the fitted concentration of half-maximal effect; % is set by controls: 0 for no effect and ±100 for the full control effect; nearly all actives have a fitted effect of over 65% in size
#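 IDH1-R132H (0.5 ug/mL) preincubated 30 min with compound, then NADPH (0.016 mM) and alpha-KG (2 mM) added; 80 min at RT, pH 7.5. Remaining NADPH coupled via diaphorase/resazurin to fluorescence (540/590 nm); concentration-response curves normalized to no-enzyme control.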
# HP1b binding inh: inhibitors of HP1-beta chromodomain binding to methylated histone tails; hit rate 0.56% among 390,000; AlphaScreen HP1-beta / biotin-H3K9me3 peptide binding; Potency, µM (series often up to 114 µM), inactives show top-dose activity change, negative = inhibition, most hits filed as inhibitors; P83916; note: potency is the fitted concentration of half-maximal effect; nearly all actives have a fitted effect of over 70% in size; inactives centre near 23
# Target sequence (P83916 whole entry, looked up): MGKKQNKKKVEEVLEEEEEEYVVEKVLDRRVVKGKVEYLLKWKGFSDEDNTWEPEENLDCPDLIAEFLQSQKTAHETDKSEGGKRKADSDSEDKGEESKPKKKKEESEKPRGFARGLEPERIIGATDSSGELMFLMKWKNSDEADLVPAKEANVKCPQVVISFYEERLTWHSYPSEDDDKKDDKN
#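 HP1-beta protein (50 nM final) preincubated 30 min at room temperature with biotinylated H3(1-18)K9me3 peptide (50 nM) in PBS pH 7.4, 0.01% Tween-20, then compound added for 30 min. AlphaScreen streptavidin donor/nickel chelate acceptor beads (10 ug/mL final), 30 min dark, luminescence read.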
# PGK inhibitor: T. brucei PGK inhibition; Potency, µM (series often up to 57.5 µM), for the others: top-dose activity change, negative = inhibition, most hits filed as inhibitors; hit rate 0.043% among 380,000; PGK/GAPDH coupled, Kinase-Glo luminescence, 60 min; note: potency is the fitted concentration of half-maximal effect; % is set by controls: 0 for no effect and ±100 for the full control effect; nearly all actives have a fitted effect of over 60% in size
#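 Luminescent ATP detection (Kinase-Glo Plus) follows a 60-minute room-temperature incubation, with wells lacking PGK as controls. Buffer: 100 mM TEA (pH 7.6), 5 mM MgCl2, 0.01% Tween-20. Coupling enzyme GAPDH (100 nM final) supplies unstable 1,3-BPG in-well.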
# TrxR1 inh: inhibitors of rat thioredoxin reductase 1; hit rate 1% among 390,000; recombinant rTrxR1, NADPH fluorescence consumption, selenite substrate; O89049; Potency, µM (titrated, usually from 114 µM), for the others: at the top dose activity change, negative = inhibition, hits mostly inhibitors; note: potency is the fitted concentration of half-maximal effect; % is set by controls: 0 for no effect and ±100 for the full control effect; nearly all actives have a fitted effect of over 65% in size
#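 Rat TrxR1 (90 nM in the dispensed reagent) was pre-reduced with 400 uM NADPH for 5 min at room temperature, then incubated with compound for 15 min. After 400 uM selenite was added, NADPH fluorescence (Ex 340/Em 450 nm) was followed for 8 min.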
# Starred values were filed as active, the others as inactive; i = inactive; ? = inconclusive; & = joins results of further samples; [ ] = dose if it differs, or a comment. Unless noted, calls come from the whole dose curve; as a rule, active = well fitted curve in the direction sought with a large enough effect; inconclusive = small, poorly fitted or top-dose-only effect, or another doubt; inactive = no such curve, though single readings can be large; an effect the other way counts as inactive or inconclusive. The list is partial; rates above refer to the full screens.
SMILES,TrxR1 substrate,Pin1 inhibitor,PI4K2A inh,GLS inhibitor,USP1-UAF1 inh,mIDH1 inhibitor,HP1b binding inh,PGK inhibitor,TrxR1 inh
COc1ccc(NC(=O)Cn2c3ccc(OC)cc3c3nc4n(c(=O)c32)CCS4)cc1,-10%,-10%,2,3%,2%,8%,34%[activator],2%,-4%
Cc1ccccc1C(=O)NNC(=O)CSc1nc2ccccc2c(=O)[nH]1,-5%,-2%,-2,1%,-9%,1%,13%,-3%,-31%
CCOC(=O)C1(CCOc2ccccc2)CCN(Cc2ccc(O)c(OCC)c2)CC1,5%,-9%,1,-3%,-19%,22%,13%,-4%,-5%
O=C(NCc1ccccc1F)C1CCCN1C(=O)Nc1ccc(F)cc1 (stereo unspecified),-4%,0%,-5,11%,-4%,2%,43%[activator],-5%,39%[11.4 µM]
CCOC(=O)c1ccc(NC(=O)COc2ccc(S(=O)(=O)NC(C)C)cc2)cc1,8%,0%,-3,-1%,-25%,8%,20%,-5%[11.5 µM],16%
COc1ccc2cc(C(=O)NCc3ccccc3)c(=Nc3ccc(C(=O)O)cc3)oc2c1,-1%,5%,1,?,-12%,?,20%,3%,-1%
N#Cc1c(-c2ccccc2)cc(C2CC2)nc1N,12%,-2%,-2,2%,3%,-6%,25%,-5%,-27%
COc1ccc(Cn2nnnc2C(c2cc3cc(C)ccc3[nH]c2=O)N2CCOCC2)cc1 (stereo unspecified),14%,-1%,1,-9%,-15%,7%,43%[activator],i,-17%
COCCN(C(=O)CNC(=O)c1cccs1)C(C(=O)NC1CCCC1)c1cccs1 (stereo unspecified),3%,2%,-9,-16%,-4%,3%,20%,1%,1%
Cc1ccc(NC(=O)NC(=O)CN2CCCC2c2ccc3c(c2)OCCO3)cc1C (stereo unspecified),5%,32%[activator],1,-1%,-26%,4%,42%[activator],i,27%
Cc1cccc(CSc2nnc([C@@H]3CCCN3C(=O)OC(C)(C)C)o2)c1,3%[57.1 µM],-5%,-1,-14%,-16%,7%,90%[activator],-3%,7%[57.1 µM]
CCCc1nc2sc3c(c2c(=O)n1NC(=O)CCC(=O)O)CCCC3,-9%,0%,1,3%,3%,1%,27%,-2%,-11%
O=C(C[C@@H]1C/C=C\C[C@@H](Cc2ccc(F)cc2)C(=O)OCCNC1=O)NCCO,1%[57.1 µM],-4%,-4,7%,20%,-8%,45%[activator],4%,12%
Cc1cc(C)n(-c2cc(N3CCOCC3)ncn2)n1,-1%,-1%,-2,-6%,-12%,10%,54%[activator],-2%,5%
CCOc1cc(C(=O)OCC(=O)Nc2ccc(SC(F)F)cc2)cc(OCC)c1OCC,-6%,?,2,0%,-25%,-10%,39%,-5%,16%
CC1CCCCN1C(=O)Cn1c(SCC(=O)N(C)c2ccccc2)nc2ccccc21 (stereo unspecified),-1%[57.1 µM],-7%,3,-4%,-15%,-4%,35%,-1%,9%[57.1 µM]
COc1cccc(/C=C2\SC(=O)N(CC(=O)NC3CCS(=O)(=O)C3)C2=O)c1 (stereo unspecified),-7%,1%,-6,4%,-22%,4%,30%,i,-7%
Cc1ccc(C(=O)Nc2cccc(C(=O)O)c2)cc1S(=O)(=O)N1CCOCC1,5%,2%,-3,0%,-7%,6%,21%,-5%,5%
COc1ccc(-c2cc(N3C(=O)Nc4ccccc4N3O)n[nH]2)cc1OC,20%,-1%,-7,-4%,-5%,16%,-15%,i,-51%
CCC(Cc1ccccc1)NS(=O)(=O)c1c(C)nc2sccn2c1=O (stereo unspecified),12%[57.1 µM],0%,10,-2%,-11%,-18%,9%,-2%,2%[57.1 µM]
CN(C)Cc1c(C(C)(C)O)[nH]c2ccc(C(F)(F)F)cc12,8%,6%,-1,6%,-27%,-14%,36%,-5%,-2%
COc1ccccc1NC(=O)CSc1nc2ccccc2cc1Cc1ccccc1,3%,9%,1,0%,1%,4%,11%,-6%[11.5 µM],13%
CCn1c(=O)cc(SCC(=O)NCc2ccccn2)c2ccccc21,17%,-2%,-5,-12%,-2%,2%,6%,0%,31%
COc1ccc(C2c3c(oc4ccc(F)cc4c3=O)C(=O)N2Cc2ccc3c(c2)OCO3)cc1 (stereo unspecified),-2%,1%,-2,0%,-5%,-14%,53%[activator],i,4%
COC(=O)Nc1ccc2ncn(C)c(=O)c2c1,8%,4%,-4,6%,-17%,-2%,26%,5%,9%

# Compound profiles, as listed above. Order of screens: TrxR1 substrate, Pin1 inhibitor, PI4K2A inh, GLS inhibitor, USP1-UAF1 inh, mIDH1 inhibitor, HP1b binding inh, PGK inhibitor, TrxR1 inh
# Record of O=C(C[C@@H]1C/C=C\C[C@@H](Cc2ccc(F)cc2)C(=O)OCCNC1=O)NCCO → 1%[57.1 µM], -4%, -4, 7%, 20%, -8%, 45%[activator], 4%, 12%
# Record of COC(=O)Nc1ccc2ncn(C)c(=O)c2c1 → 8%, 4%, -4, 6%, -17%, -2%, 26%, 5%, 9%

# (more compounds)
SMILES,TrxR1 substrate,Pin1 inhibitor,PI4K2A inh,GLS inhibitor,USP1-UAF1 inh,mIDH1 inhibitor,HP1b binding inh,PGK inhibitor,TrxR1 inh
Cc1cc(C)cc(NC(=O)CSc2ccc(-c3ccco3)nn2)c1,10%[57.1 µM],-7%,-9,-7%,?,11%,-2%,-5%,-59%
Cc1ccc(S(=O)(=O)N2CCN(c3nc4ccccc4nc3-n3nc(C)cc3C)CC2)cc1,12%[57.1 µM],2%,-6,4%,-24%,3%,62%[activator],-12%,13%[57.1 µM]
CCOC(=O)c1sc2ccccc2c1S(=O)(=O)NCc1ccc(F)cc1,-3%[57.1 µM],9%,-9,-4%,-29%,-1%,2%,-6%,16%[57.1 µM]
COc1ccc(-n2c3c(c(=O)[nH]c2=O)C(NC(=O)c2ccncc2)(C(F)(F)F)C(=O)N3)cc1 (stereo unspecified),-4%,3%,-13,-1%,0%,2%,34%,5%,14%
COc1ccccc1N1CCN(c2nc(-c3ccccc3)cc(C(F)(F)F)n2)CC1,3%,4%,11,3%,-14%,20%,44%[activator],15%,23%
Nc1ncnc(SCc2c(F)cccc2Cl)n1,-2%,0%,-2,-8%,-23%,6%,32%,i,15%
CCC(C)N1C(=O)S/C(=C/c2ccc(N3CCOCC3)cc2C)C1=O (stereo unspecified),-5%[57.1 µM],?,3,-4%,-18%,2%,24%,i,9%[57.1 µM]
CC(=O)N1c2ccc(S(=O)(=O)NCCC(=O)N(C)Cc3ccccc3)cc2CC1C (stereo unspecified),3%&4%,1%&5%,4&-1,-2%&2%,-12%&-1%,-6%&-1%,40%&29%[activator],1%&-3%,13%&23%
CCOC(=O)C1=C(C)N(CCCC(=O)O)C(=O)NC1c1ccc(Cl)cc1 (stereo unspecified),10%,-1%,-5,4%,-4%,16%,0%,-6%,33%[activator]
COc1ccc(NC(=O)c2ccc(Cl)c(S(=O)(=O)N3CC(C)OC(C)C3)c2)cn1 (stereo unspecified),4%,?,1,-5%,-24%,3%,38%[activator],-10%,29%
CCN(CC)CCN(Cc1cc2cc3c(cc2[nH]c1=O)OCO3)C(=S)NCC1CCCO1 (stereo unspecified),26%[57.1 µM],-1%,6,2%,-13%,-4%,8%,-1%,20%
COC(=O)[C@@H]1Cc2c([nH]c3ccccc23)C2CCC(=O)N21 (stereo partly specified),8%[57.1 µM],14%,7,3%,-9%,7%,-32%,4%,-7%[57.1 µM]
O=C(NC(n1ccc(=O)[nH]c1=O)C(Cl)(Cl)Cl)C12CC3CC(CC(C3)C1)C2 (stereo unspecified),20%[0.0914 µM],6%,-6,-10%,-18%,8%,31%,-7%,-7%
O=C1/C(=C\c2cccnc2)SC(=S)N1C1CCS(=O)(=O)C1 (stereo unspecified),-11%,-4%,1,-13%,-2%,1%,20%,i,-13%

# Four entries from above, field by field:
> CCC(C)N1C(=O)S/C(=C/c2ccc(N3CCOCC3)cc2C)C1=O (stereo unspecified)
  TrxR1 substrate: -5%[57.1 µM]
  Pin1 inhibitor: ?
  PI4K2A inh: 3
  GLS inhibitor: -4%
  USP1-UAF1 inh: -18%
  mIDH1 inhibitor: 2%
  HP1b binding inh: 24%
  PGK inhibitor: i
  TrxR1 inh: 9%[57.1 µM]
> COC(=O)[C@@H]1Cc2c([nH]c3ccccc23)C2CCC(=O)N21 (stereo partly specified)
  TrxR1 substrate: 8%[57.1 µM]
  Pin1 inhibitor: 14%
  PI4K2A inh: 7
  GLS inhibitor: 3%
  USP1-UAF1 inh: -9%
  mIDH1 inhibitor: 7%
  HP1b binding inh: -32%
  PGK inhibitor: 4%
  TrxR1 inh: -7%[57.1 µM]
> CCOC(=O)c1sc2ccccc2c1S(=O)(=O)NCc1ccc(F)cc1
  TrxR1 substrate: -3%[57.1 µM]
  Pin1 inhibitor: 9%
  PI4K2A inh: -9
  GLS inhibitor: -4%
  USP1-UAF1 inh: -29%
  mIDH1 inhibitor: -1%
  HP1b binding inh: 2%
  PGK inhibitor: -6%
  TrxR1 inh: 16%[57.1 µM]
> CCOC(=O)C1=C(C)N(CCCC(=O)O)C(=O)NC1c1ccc(Cl)cc1 (stereo unspecified)
  TrxR1 substrate: 10%
  Pin1 inhibitor: -1%
  PI4K2A inh: -5
  GLS inhibitor: 4%
  USP1-UAF1 inh: -4%
  mIDH1 inhibitor: 16%
  HP1b binding inh: 0%
  PGK inhibitor: -6%
  TrxR1 inh: 33%[activator]

# Assay outcomes deposited in PubChem by National Center for Advancing Translational Sciences (NCATS).
